High-throughput results (PubChem BioAssay)
TRPV1 ag: agonists of human vanilloid receptor 1 (TRPV1). Q8NER1. TRPV1-expressing cells, Fluo-8 calcium influx, agonist mode. activation, % at 8.33 µM. 320,000 tested, 0.19% active. AID 540275; in the data active means activation above about 80%; inconclusive means between about 30% and that limit; further: 0% is about no effect
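Fluo-8 calcium influx in TRPV1-expressing cells, kinetic read (ex 480/em 520 nm). Compound added and read 3 min for agonist activity, followed by capsaicin at EC20 final and 2 min further read for enhancement.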
B2AR arrestin: beta2AR (human) beta-arrestin recruitment activity; Potency, µM (doses to about 46.1 µM), inactives show at the highest dose activation, hits mostly activators; 330,000 tested, 0.02% active; P07550; beta-arrestin recruitment to beta2AR, cell-based reporter; AID 492947;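 further: potency means the concentration at half of the fitted maximal effect; 0% = DMSO controls and full agonism = EC100 isoproterenol or metaproterenol; nearly all actives have a fitted effect of over 65% in size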
GALK inhibitor: galactokinase (human) inhibition. P51570. AID 1868. Potency, µM (highest dose often 57.5 µM), for the others: top-dose activity change, negative = inhibition, most hits filed as inhibitors. Purified GALK, Kinase-Glo residual ATP luminescence. 270,000 tested, 0.007% active; further: potency means the concentration at half of the fitted maximal effect; on the % scale 0 is the no-effect control and ±100 the full control effect
Target sequence (P51570 whole entry, looked up): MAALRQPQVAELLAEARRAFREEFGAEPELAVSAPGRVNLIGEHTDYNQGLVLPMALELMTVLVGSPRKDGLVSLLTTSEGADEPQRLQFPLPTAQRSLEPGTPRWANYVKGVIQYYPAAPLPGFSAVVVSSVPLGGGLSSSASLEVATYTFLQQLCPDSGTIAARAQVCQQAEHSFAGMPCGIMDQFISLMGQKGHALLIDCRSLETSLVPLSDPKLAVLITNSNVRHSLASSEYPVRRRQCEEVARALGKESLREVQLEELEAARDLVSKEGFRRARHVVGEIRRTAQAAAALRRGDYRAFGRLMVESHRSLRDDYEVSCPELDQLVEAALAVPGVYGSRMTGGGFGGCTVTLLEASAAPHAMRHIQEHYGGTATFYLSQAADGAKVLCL
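Quantitative HTS: GALK 5 nM, ATP 35 uM, galactose 100 uM, 1 h room temperature, then luciferase-based ATP detection.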
MLL CXXC-DNA inh: MLL CXXC-DNA interaction inhibition; AID 2662; Potency, µM (doses to about 115 µM), inactives show at the highest dose activity change, negative = inhibition, most hits filed as inhibitors; MLL-CXXC / FITC-HOXA9 DNA fluorescence polarization; Q03164; 290,000 tested, 0.037% active; active means well fitted inhibition curve with a large enough effect in the polarisation, with a control signal flat, not every such curve was filed as active; inconclusive means small, poorly fitted or top-dose-only effect, or effect the other way, or a change in a side signal; inactive means no such curve, though single readings can be large or run the other way; the % refers to the polarisation; further: potency means the concentration at half of the fitted maximal effect
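Purified MLL-CXXC (added from a 7 uM solution) was preincubated 5 min at ambient with pinned compounds in 50 mM Tris-HCl pH 7.5, 50 mM NaCl, 1 mM DTT, 0.05% BSA. Fluorescein-labeled HOX-A9 DNA (50 nM solution) followed, 30 min, then polarization read.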
KCNH2 3.1 inh: blocks the human KCNH2 3.1 channel isoform. activity change, % (tested at about 1.8 µM). 340,000 tested, 0.95% active. U2OS KCNH2 3.1, thallium flux FluxOr; hits give low values;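 active means maximum activity change below -70%; inconclusive means maximum activity change from -70% to -50%; inactive means maximum activity change above -50%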;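 further: thallium influx rate constant from kinetic fluorescence after stimulation buffer; on the % scale 0 is the no-effect control and ±100 the full control effect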
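Normalized rate constant (relative to positive and negative DMSO controls) derived from a 2 min kinetic fluorescence read after stimulation; U2OS cells expressing the 3.1 isoform via virus at 1.77 x 10^8 /mL.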
KCNH2 WT inh: inhibitors of human wildtype KCNH2 potassium channel; Q12809; U2OS, BacMam KCNH2, thallium flux FluxOr; hits give low values; activity change, % at 1.84 µM; 340,000 tested, 0.37% active; AID 720551;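 active means maximum activity change below -70%; inconclusive means maximum activity change between -70% and -50%; inactive means maximum activity change above -50%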; further: on the % scale 0 is the no-effect control and ±100 the full control effect
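U2OS cells transduced with wild-type KCNH2 virus are loaded with FluxOr dye for 45 min, and thallium flux is measured in kinetic reads before and after stimulation buffer. Rate constants are normalized to DMSO controls.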
Coupling enz: counter-screen for Giardia aldolase inhibitors: coupling enzyme system; activity change, negative = inhibition, % at 58.2 µM, hits read low; coupling enzyme system counterscreen, AmpLite Red fluorescence; 290,000 tested, 0.67% active; AID 2472; in the data active means activity change below about -30%; further: on the % scale 0 is the no-effect control and ±100 the full control effect
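Activity here indicates interference with the coupling reaction, not aldolase inhibition. Compounds at 57.5 uM final met coupling enzymes for 10 min at RT; substrate and AmpLite Red detection followed, with a 525/598 nm fluorescence read after 20 min.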
USP2a inh: blocks human ubiquitin-specific protease USP2a; O75604; USP2 core, Ub-CHOP2 coupled fluorogenic reporter, 485/531; Potency, µM (titrated, usually from 38.3 µM), inactives show at the top dose activity change, negative = inhibition, usual class: inhibitors; 330,000 tested, 0.01% active; AID 463254;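 further: potency means the concentration at half of the fitted maximal effect; plate controls were DMSO wells for no effect and full inhibition by NEM control for full effect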
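USP2 core (10nM final) preincubated 30min RT with compound in 20mM Tris-HCl pH 8.0, 2mM CaCl2, 2mM beta-mercaptoethanol, 0.05% CHAPS; 25nM Ub-CHOP2 plus 25nM reporter substrate added, fluorescence (Ex485/Em531) read after 60min.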
Menin-MLL TR inh: displaces Texas Red mutant MLL peptide from human menin. 270,000 tested, 0.23% active. Menin + Texas Red MLL mutant peptide, fluorescence polarization. AID 1768. O00255. Potency, µM (top dose mostly 61.6 µM), for the others: at the top dose FP activity change, negative = inhibition, usual class: inhibitors; active means well fitted inhibition curve with a large enough effect in the polarisation, with a control signal flat, not every such curve was filed as active; inconclusive means small, poorly fitted or top-dose-only effect, or effect the other way, or a change in a side signal; inactive means no such curve, though single readings can be large or run the other way; the % refers to the polarisation; further: potency means the concentration at half of the fitted maximal effect; % of control where 0% means no effect; many of its hits are not listed in these tables
Giardia killer: Giardia lamblia killing | AID 540267 | activity change, % at 7.66 µM, hits read low | Giardia lamblia trophozoite viability | 340,000 tested, 0.15% active; in the data active means activity change below about -80%; inconclusive means between about -30% and that limit;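 further: parasites exposed to compound for two days anaerobically before the ATP read; on the % scale 0 is the no-effect control and ±100 the full control effect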
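Giardia trophozoites, 100 cells per well, were exposed to compounds for 48 hrs at 37 deg C under anaerobic conditions; viability was then read as ATP content by bioluminescence after 15-30 min at room temperature.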
PKM2 act: activators of human pyruvate kinase M2 | Potency, µM (titrated, usually from 57.5 µM), without a hit: top-dose activation, most hits filed as activators | 260,000 tested, 0.34% active | P14618 | purified PKM2, Kinase-Glo ATP luminescence, activation; response scale: 0% is enzyme alone, no compound; further: potency means the concentration at half of the fitted maximal effect; on the % scale 0 is the no-effect control and ±100 the full control effect; nearly all actives have a fitted effect of over 55% in size
Target sequence (P14618 whole entry, looked up): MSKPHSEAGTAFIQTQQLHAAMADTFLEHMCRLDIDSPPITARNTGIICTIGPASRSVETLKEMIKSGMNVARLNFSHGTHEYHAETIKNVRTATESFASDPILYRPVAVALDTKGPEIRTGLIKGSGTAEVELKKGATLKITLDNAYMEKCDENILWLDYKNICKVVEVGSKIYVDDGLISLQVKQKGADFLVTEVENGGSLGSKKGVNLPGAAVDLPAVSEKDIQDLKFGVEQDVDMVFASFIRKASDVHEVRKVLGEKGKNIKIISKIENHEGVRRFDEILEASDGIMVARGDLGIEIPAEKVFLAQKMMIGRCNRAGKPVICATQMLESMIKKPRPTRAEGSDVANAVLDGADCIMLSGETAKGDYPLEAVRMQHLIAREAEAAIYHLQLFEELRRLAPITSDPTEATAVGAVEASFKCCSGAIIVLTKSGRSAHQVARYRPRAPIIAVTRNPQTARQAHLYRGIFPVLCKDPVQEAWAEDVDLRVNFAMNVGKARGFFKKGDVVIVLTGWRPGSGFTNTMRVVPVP
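Purified hPK-M2 (>95%) run at intermediate activity with 0.1 mM ADP and 0.5 mM PEP in 50 mM imidazole pH 7.2, KCl, MgCl2; 1 h room temperature. ATP formed read by Kinase-Glo luminescence; normalized to uninhibited and no-enzyme controls.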
* hit, by the source's call; ? = inconclusive; · = not tested or not shown; [ ] = another dose, or the depositor's remark. Unless noted, the call rests on the fitted dose curve; in most records, active means well fitted curve in the direction sought with a large enough effect; inconclusive means small, poorly fitted or top-dose-only effect, or another doubt; inactive means no such curve, though single readings can be large; an effect the other way counts as inactive or inconclusive. A portion of the library, so the mix of outcomes need not match the whole.

SMILES	TRPV1 ag	B2AR arrestin	GALK inhibitor	MLL CXXC-DNA inh	KCNH2 3.1 inh	KCNH2 WT inh	Coupling enz	USP2a inh	Menin-MLL TR inh	Giardia killer	PKM2 act
Cc1ccc(NC(=O)CSc2nnc(Cc3ccccc3)o2)c(C)c1	3	-0.1%	11%	-6%	1	-5	0	0%	-2%	-1	-4%
COC(=O)c1nn(-c2ccccc2)nc1-c1nn(-c2ccccc2)nc1C(=O)OC	9	-0.1%	1%	8%	-3	0	-2	0%	2%	2	5%
COc1ccccc1-c1nc(S(=O)(=O)c2ccccc2)c(N2CCOCC2)o1	19	-0.3%	-6%	-2%	8	-4	·	1%	·	-16	-4%
Cc1c(Cl)cccc1NC(=O)Nc1cc(C(C)(C)C)nn1C	2	0.2%	·	2%	-1	-1	0	2%	·	-12	-6%
CSc1ccc(Cl)c(C(=O)NCCOc2cc(C)ccc2C(C)C)c1	?	0.1%	·	-1%	-9	-16	-1	-5%	?	-21	3%
CCCOc1ccccc1C1NC(=O)NC(C)=C1C(=O)OCCOC(C)C (stereo unspecified)	8	0.0%	0%	0%	4	8	0	1%	-8%	3	5%
O=C(CCCn1c(=O)[nH]c2ccsc2c1=O)NC1CCCCC1	-1	-0.3%	-1%	-10%	-5	1	0	-1%	-18%	-14	2%
CCOc1ccc(NC(=O)Cn2nnc(-c3ccccc3NC(=O)C3CC3)n2)cc1	-1	-0.6%	3%	9%	-4	8	3	6%	10%	-15	1%
O=[N+]([O-])c1c(NCCO)cc(N2CCCCCC2)c2nonc12	0	-0.2%	-3%	0%	23	-45	-8	1%	-10%	1	0%
Cc1ccc(S(=O)(=O)NC(C(=O)N2CCOCCOCCOCC2)C(C)C)cc1 (stereo unspecified)	5	0.3%	0%	7%	13	-3	0	3%	2%	-4	·
CN1CCN(c2nc(-c3ccc(Br)cc3)nnc2-c2ccccc2)CC1	·	-0.5%	-4%	-8%	-18	22	-6	-13%	·	-5	2%
N#Cc1c(F)cccc1N1CCC(C#N)CC1	2	0.0%	-1%	-10%	-5	-4	4	-2%	·	1	2%
CC12CN3CC(C)(CN(C1)C3c1ccccc1F)C2 (stereo unspecified)	2	3.8%	-1%	4%	-99*	1	5	1%	·	29	-7%
NS(=O)(=O)c1ccc(CCNC(=O)c2cccc([N+](=O)[O-])c2)cc1	2	-0.3%	2%	-19%	5	-25	-3	2%	19%	-5	22%
Cc1cc(C(=O)CN2C(=O)C(=O)N(Cc3ccco3)C2=O)c(C)n1CCc1ccc(F)cc1	-1	-1.5%	·	·	-1	8	·	0%	·	5	·
CC(C)CN(C(=O)CCCSc1nc2ccccc2[nH]1)c1c(N)n(Cc2ccccc2)c(=O)[nH]c1=O	-1	0.6%	·	·	6	6	·	1%	·	-2	·
Cc1cccc(C(=O)OCC(=O)NCCNC(=O)COC(=O)c2cccc(C)c2C)c1C	6	0.0%	-4%	22%	8	0	·	2%	·	22	9%
COc1ccc(-c2csc(N3CCSCC3)n2)cc1	?	0.5%	0%	8%	-2	-7	0	-1%	27%	2	·
CN(C)S(=O)(=O)c1ccc(N2CCCC2)c(C(=O)Nc2nc(-c3ccc(F)cc3)cs2)c1	-3	2.9%	-3%	-4%	-32	-6	-1	-3%	-9%	-3	1%
COC(=O)C(CC(C)C)NC(=O)c1ccc([N+](=O)[O-])cc1 (stereo unspecified)	8	-0.9%	2%	-5%	-11	-22	0	2%	17%	10	3%
C/C(=N\O)C1(C)N(O)C(C)(C)C(c2ccc(F)cc2)=[N+]1[O-] (stereo unspecified)	-7	0.1%	0%	0%	5	3	3	-4%	-4%	-14	-9%
CC(C)c1ccc(NC(=O)C2CC(=O)N(C3CCCC3)C2)cc1 (stereo unspecified)	6	0.1%	-2%	-4%	21	0	-1	1%	7%	7	0%
Cc1ccc2ncnc(Nc3cccc(C(=O)O)c3)c2c1	-5	-0.1%	5%	8%	3	-8	-6	1%	-4%	-3	-11%
O=C(O)c1ccc(S(=O)(=O)Nc2ccc(O)c(Sc3nc4ccccc4s3)c2)cc1	-5	0.0%	3%	24%	-10	-2	4	4%	20%	10	1%
CCc1ccc(NC(=O)C(C)OC(=O)c2cccc(S(=O)(=O)N3CCc4ccccc4C3)c2)cc1 (stereo unspecified)	-1	-0.1%	0%	19%	-5	-5	-45*	-12%	-14%	-7	-11%
Cc1cc(C(=O)Nc2nc(C)c(C(=O)N(C)C)s2)ccc1[N+](=O)[O-]	1	-1.3%	1%	-4%	·	-5	1	-2%	4%	?	3%
O=C(CSc1nnc(-c2cccs2)n1Cc1ccccc1)N1CCc2ccccc2C1	4	-0.2%	3%	-7%	4	-7	0	-2%	26%	-4	?
Cc1ccc(Cl)cc1NC(=S)N(Cc1ccco1)C(C)c1cccs1 (stereo unspecified)	6	-0.2%	0%	1%	7	-1	-5	-5%	23%	-2	-4%
OC(COc1ccc(Cl)cc1)CSc1ccccn1 (stereo unspecified)	17	-0.1%	7%	-6%	-5	-4	5	1%	-1%	-7	16%[11.5 µM]
Cc1cc(Cl)c2oc(C(=O)NCC(C)(C)N3CCOCC3)c(C)c2c1	?	0.2%	6%	9%	-28	-42	-1	1%	?	7	2%
N=C1S/C(=C\c2ccccc2F)C(=O)N1c1ccc(F)cc1	-1	1.9%	0%	15%	-10	·	2	4%	?	12	-1%
CN(Cc1cccs1)C(=O)Cn1cnc2cc([N+](=O)[O-])ccc2c1=O	3	-0.9%	-1%	5%	5	-9	-4	8%	2%	7	0%
Cc1ccccc1Cc1n[nH]c(=S)n1N	0	-3.4%	·	8%	14	-12	-2	2%	-3%	-15	-5%
Cc1ccc(-n2[nH]c(C)c(/C=N/c3ccccn3)c2=O)cc1	0	-1.0%	16%	-15%	-10	-13	1	1%	2%	-2	-68%
O=C(NC12CC3CC(CC(C3)C1)C2)c1ccc(-c2ccc(Cl)cc2)o1	?	3.6%	-1%	5%	9	-1	0	7%	0%	-18	-4%
Cc1[nH]c2ccccc2c1-c1csc(NC(=O)CN2CCOCC2)n1	-4	0.1%	4%	1%	-5	-30	2	0%	12%	-19	6%
O=C(NCC(c1cccnc1)N1CCN(c2ccccc2F)CC1)OCc1ccccc1 (stereo unspecified)	?	0.3%	3%	2%	13	6	1	2%	-11%	-5	2%
Cc1ccc(S(=O)(=O)c2nc(C)oc2N2CCOCC2)cc1	9	-0.4%	2%	-5%	6	-4	-1	-1%	-3%	11	5%
COc1ccc(CC(=O)N2CCC(CCC(=O)Nc3ccccc3)CC2)cc1	-4	-0.1%	-1%	5%	-23	1	-1	0%	2%	-1	-4%
O=C(Cc1cccs1)Nc1nnc(SCc2ccc(C(F)(F)F)cc2)s1	2	-0.4%	0%	0%	-4	-22	2	0%	18%	-2	0%
COc1cc(/C=C/C(=O)N(Cc2ccccc2)c2ccccn2)cc(OC)c1OC	1	5.2%	0%	-2%	10	0	5	1%	5%	-2	-4%
CN(C)c1ccc(NC(=O)CN2CCC(C(=O)c3ccc(F)cc3)CC2)cc1	15	-0.8%	3%	-5%	-26	10	1	-4%	-7%	2	-2%
COc1ccccc1Oc1ccc(S(=O)(=O)N2CCCCC2)cc1NC(=O)CCNC(C)=O	2	-0.7%	-6%	13%	3	2	·	0%	·	-3	-1%
Cc1cccc(-n2c(-c3cccc([N+](=O)[O-])c3)nc3nc4ccccc4nc32)c1	-7	0.4%	-1%	4%	·	·	13	1%	-12%	·	-14%
O=C(COC(=O)C1(c2ccc(Cl)cc2)CCCC1)NCc1ccco1	15	0.1%	11%	1%	-6	4	-1	2%	-4%	-15	3%
CC(=O)C1=C(c2ccccc2)NC(=O)NC1c1ccccc1 (stereo unspecified)	1	0.1%	5%	-12%	-14	-15	2	2%	-20%	8	1%
COC(=O)c1cc(NC(=O)C2(S(=O)(=O)c3ccc(Cl)cc3)CC2)cc(C(=O)OC)c1	1	0.3%	1%	1%	-10	-1	0	1%	1%	-14	-5%
O=C(CSc1nc2ccccc2c(=O)n1NC(=O)Cc1ccccc1)NCCc1ccccc1	?	-0.6%	2%	5%	-12	3	3	0%	6%	-6	1%
O=C(O)c1ccc(COc2ccc3ccccc3c2)o1	2	-0.1%	1%	-11%	-1	-5	23	-3%	·	-28	0%
